# Assay outcomes as filed in PubChem BioAssay.
# Rtt109 Vps75: blocks Candida albicans Rtt109/Vps75 acetyltransferase activity; AID 540336; purified Rtt109/Vps75, ThioGlo CoA-SH fluorescence, 4 h; inhibition, % at 34.9 µM; actives 0.16% (n = 330,000); Q5AAJ8;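 active means inhibition of at least 50% in every replicate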
# CDK5 inh: CDK5/p35 (human) kinase inhibition; inhibition, % at 10 µM; Recombinant CDK5/p35, ADP-Glo luminescence, 60 min; Q00535+Q15078; actives 0.01% (n = 330,000);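 active means highest replicate inhibition of at least 50% and at least 75% of replicates reaching 50%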;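 further: plate controls were DMSO neutral control for no effect and GW8510 at 10 µM for full effect; many of its hits are not listed in these tables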
# Keap1-Nrf2 PPI: disrupts human Keap1 binding to Nrf2 peptide; Q14145; Keap1 Kelch-Nrf2 peptide fluorescence polarization, 1536-well; inhibition, % at 9.4 µM; actives 0.15% (n = 340,000); AID 504523; in the data active means inhibition above about 12%;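 further: human Keap1 Kelch domain with fluorescein labeled Nrf2 9mer peptide probe; 0% = neutral control wells and 100% = peptide positive control; higher means more block of Keap1 binding to Nrf2 peptide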
# C-LANA FP: KSHV C-LANA DNA binding inhibition; MBP-C-LANA/FAM-LBS DNA binding, fluorescence polarization; inhibition, % at 9 µM; actives 0.078% (n = 340,000);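 active means highest replicate inhibition at or above 60% at 9 µM, even if other replicates fall short; inactive means all replicates below 60% inhibition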;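 further: 0% = neutral control wells and 100% = 4 µM acridine orange control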
# PfHsp90 yeast 2: reduces growth (ATP signal) of yeast expressing P. falciparum Hsp90; S. cerevisiae expressing PfHsp90, BacTiter-Glo ATP, 48 h; yeast lacking PDR1 and PDR3 efflux regulators; inhibition, % at 9.4 µM; actives 0.32% (n = 310,000);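 active means every replicate shows inhibition above about 80%, whatever the replicate mean, limit read from the data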;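 further: 0% = DMSO neutral controls and 100% = 20 µM radicicol positive controls; yeast relying on Plasmodium falciparum Hsp90 in place of its own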
# RTF Ca sens inh: cardiac RTF calcium desensitization; IANBD-labeled cardiac RTF, Ca2+ fluorescence; inhibition, % at 7.15 µM; actives 0.12% (n = 340,000); P19429+P45379;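 active means inhibition above the mean inhibition of all tested compounds plus 3 SD, cut at about 17% in these data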;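 further: assay run at fixed EC70 calcium of 1.6 mM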
# SUMO Mot1 rescue: inhibitors of SUMOylation pathway: yeast Mot1-301 growth rescue | S. cerevisiae Mot1-301 growth rescue, ATP luminescence, 38.5C; percent above DMSO median, 100 means doubled | growth rescue, % at 18.8 µM | actives 1% (n = 320,000);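 active means every valid replicate shows activation above 250% relative to neutral control wells; inactive means the rest, any valid replicate at or below 250%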;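 further: OY570 slx delta 5 strain wells were the positive control but not used for scaling; some compounds called inactive have numbers as strong as hits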
# RTF Ca sens act: increases calcium sensitivity of human cardiac regulated thin filaments; P19429+P45379; IANBD-labeled TnC RTF fluorescence at EC20 calcium; 0% EC20 calcium, 100% full calcium; activation, % at 7.2 µM; actives 0.24% (n = 340,000); AID 493008;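 active means activation above the mean over all tested compounds plus 3 SD, cut at about 30% in these data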;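 further: rise in fluorescence read as greater calcium sensitivity of cardiac thin filaments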
# PvdQ acylase: P. aeruginosa PvdQ acylase inhibition. actives 0.063% (n = 340,000). inhibition, % at 10 µM. purified PvdQ acylase, fluorescence plate reader; in the data active means inhibition above about 30%, passing the limit was not always enough;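 further: 0% = vehicle neutral wells and 100% = reference inhibitor wells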
# NSD2 HMT inh: NSD2 (human) methyltransferase inhibition. O96028. NSD2 peptide methylation, AlphaScreen, 120 min. inhibition, % at 12.5 µM. actives 0.54% (n = 310,000). AID 743445; in the data active means inhibition above about 50%
# Target sequence (O96028 whole entry, looked up): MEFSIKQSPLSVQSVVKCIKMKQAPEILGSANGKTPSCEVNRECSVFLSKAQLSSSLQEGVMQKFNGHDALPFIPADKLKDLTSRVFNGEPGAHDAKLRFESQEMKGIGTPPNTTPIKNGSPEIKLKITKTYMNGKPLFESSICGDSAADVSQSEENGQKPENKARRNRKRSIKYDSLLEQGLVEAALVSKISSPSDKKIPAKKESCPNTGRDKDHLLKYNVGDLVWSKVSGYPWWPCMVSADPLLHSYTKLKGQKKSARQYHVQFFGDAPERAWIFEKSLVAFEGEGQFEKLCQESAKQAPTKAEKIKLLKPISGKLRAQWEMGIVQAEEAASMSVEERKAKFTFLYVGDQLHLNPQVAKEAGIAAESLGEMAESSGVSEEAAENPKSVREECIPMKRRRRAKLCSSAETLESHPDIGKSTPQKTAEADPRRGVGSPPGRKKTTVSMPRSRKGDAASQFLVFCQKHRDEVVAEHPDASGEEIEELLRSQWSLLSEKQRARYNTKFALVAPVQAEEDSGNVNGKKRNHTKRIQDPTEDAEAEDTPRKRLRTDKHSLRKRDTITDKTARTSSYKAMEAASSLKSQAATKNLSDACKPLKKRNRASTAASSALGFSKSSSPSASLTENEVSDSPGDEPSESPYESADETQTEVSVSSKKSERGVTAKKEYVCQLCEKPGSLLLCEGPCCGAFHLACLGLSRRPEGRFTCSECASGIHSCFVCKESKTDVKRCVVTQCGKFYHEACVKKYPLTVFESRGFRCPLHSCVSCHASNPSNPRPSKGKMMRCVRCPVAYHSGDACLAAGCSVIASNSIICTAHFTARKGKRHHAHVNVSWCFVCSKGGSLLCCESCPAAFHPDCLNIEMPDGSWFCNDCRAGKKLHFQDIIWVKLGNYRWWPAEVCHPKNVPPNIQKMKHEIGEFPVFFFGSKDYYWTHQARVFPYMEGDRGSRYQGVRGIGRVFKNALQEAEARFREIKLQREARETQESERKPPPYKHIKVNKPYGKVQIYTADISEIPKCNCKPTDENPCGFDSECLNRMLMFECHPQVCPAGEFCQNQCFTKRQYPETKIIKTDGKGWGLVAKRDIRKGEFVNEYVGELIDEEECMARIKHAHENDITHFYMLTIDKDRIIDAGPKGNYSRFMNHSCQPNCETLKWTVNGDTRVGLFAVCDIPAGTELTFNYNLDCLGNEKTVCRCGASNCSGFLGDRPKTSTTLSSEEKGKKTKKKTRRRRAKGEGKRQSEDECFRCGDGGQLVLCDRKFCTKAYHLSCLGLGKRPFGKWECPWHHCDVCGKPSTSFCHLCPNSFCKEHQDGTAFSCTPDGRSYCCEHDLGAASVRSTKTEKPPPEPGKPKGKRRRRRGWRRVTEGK
# dFosB activator: activators of mouse delta FosB homodimer; P13346; purified delta FosB, TAMRA-CDK5 oligo fluorescence polarization; percent of positive-control signal above neutral wells; AID 493131; activation, % at 25 µM; actives 0.99% (n = 340,000);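 active means mean activation above about 17%, with every replicate also reaching it, limit read from the data, passing the limit was not always enough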;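 further: fluorescence polarization rise as delta FosB binds a TAMRA Cdk5 AP-1 oligo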
# Numbers without * were called inactive; x = not tested or not shown.
SMILES,Rtt109 Vps75,CDK5 inh,Keap1-Nrf2 PPI,C-LANA FP,PfHsp90 yeast 2,RTF Ca sens inh,SUMO Mot1 rescue,RTF Ca sens act,PvdQ acylase,NSD2 HMT inh,dFosB activator
CCOc1ccc(NC(=O)CCNc2c(N3CCCC3)c(=O)c2=O)cc1,-2,-0.5,0,-1.8,x,-4,2,-2,-5,0,3
COc1ccccc1NC(=O)C1=C(C)Nc2ncnn2C1c1ccc(C)o1 (centres undefined),-10,0.0,-1,1.5,5,1,0,4,-18,-1,-4
N#C/C(=C(/O)Cc1ccccc1)P(=O)(c1ccccc1)c1ccccc1,-7,-1.7,-5,0.3,-15,-9,-2,-1,-5,-3,0
CN(C)c1cc[n+](CC(=O)Nc2ccc([N+](=O)[O-])cc2Cl)cc1,-17,1.8,-2,-0.1,x,3,-5,0,-9,11,1
O=C(N/N=C/c1ccncc1)c1cccc(N/N=C/c2ccncc2)c1,11,2.0,0,-0.1,3,-2,-6,4,-10,2,-10
C=CCn1c(CCNC(=O)c2ccccc2F)nnc1SCC(=O)Nc1nc2ccccc2s1,0,0.0,-3,0.5,4,-7,-5,3,-7,-2,10
CCOc1ccc2[nH]c(=O)c(CN(Cc3ccccc3)C(=O)N3CCCC3)cc2c1,-9,2.2,4,-3.3,6,-10,12,2,-10,4,-6
Cc1ccc(SC2=C(C(=O)O)CCCC2)cc1,1,-1.2,-3,0.3,0,6,364,-6,0,-1,-3
CC(C)=CCN1CCN(Cc2c(C)nn(C)c2Cl)CC1CCO (centres undefined),x,-2.0,-4,-0.1,3,1,-12,-3,1,1,-3
Cc1ccc(-n2c(C)nnc2SCC(=O)NNC(=O)c2ccco2)cc1,-12,-1.1,0,2.9,12,-13,-3,3,-17,-1,3
Cc1ccccc1OCCOC(=O)c1cc(S(=O)(=O)N2CCCCC2)ccc1N1CCOCC1,-2,-3.5,-6,-0.9,x,-7,0,6,-18,0,-15
C=CCC1(O)C(=O)N2C(=C1C(=O)N1CCOCC1)c1ccccc1CC2(C)C (centres undefined),8,-0.5,-2,0.2,-10,1,-19,-1,-6,x,-3
CC(Cc1cccs1)NC(=O)Nc1ccc(Cl)c(Cl)c1 (centres undefined),7,0.3,-1,-2.0,-10,2,-22,-7,-5,-9,-6
COc1ccc([N+](=O)[O-])cc1N(CC(O)CN(C)C)S(=O)(=O)c1ccccc1 (centres undefined),4,-2.5,1,0.1,5,-23,0,5,-7,0,-4
CCC(=O)Nc1nnc(/C=C/c2ccccc2)s1,-4,-1.1,-3,-0.9,-8,0,12,0,-2,-2,-6

# Next part (five carried over from the part before).
SMILES,Rtt109 Vps75,CDK5 inh,Keap1-Nrf2 PPI,C-LANA FP,PfHsp90 yeast 2,RTF Ca sens inh,SUMO Mot1 rescue,RTF Ca sens act,PvdQ acylase,NSD2 HMT inh,dFosB activator
Cc1ccccc1OCCOC(=O)c1cc(S(=O)(=O)N2CCCCC2)ccc1N1CCOCC1,-2,-3.5,-6,-0.9,x,-7,0,6,-18,0,-15
C=CCC1(O)C(=O)N2C(=C1C(=O)N1CCOCC1)c1ccccc1CC2(C)C (centres undefined),8,-0.5,-2,0.2,-10,1,-19,-1,-6,x,-3
CC(Cc1cccs1)NC(=O)Nc1ccc(Cl)c(Cl)c1 (centres undefined),7,0.3,-1,-2.0,-10,2,-22,-7,-5,-9,-6
COc1ccc([N+](=O)[O-])cc1N(CC(O)CN(C)C)S(=O)(=O)c1ccccc1 (centres undefined),4,-2.5,1,0.1,5,-23,0,5,-7,0,-4
CCC(=O)Nc1nnc(/C=C/c2ccccc2)s1,-4,-1.1,-3,-0.9,-8,0,12,0,-2,-2,-6
Cc1ccc(S(=O)(=O)Nc2cc(NC(=O)CN3CCOCC3)ccc2Cl)cc1,10,-1.8,-6,0.3,-17,-4,x,-10,0,x,-3
Cc1ccccc1CNC(=O)CN1C(=O)c2ccccc2S1(=O)=O,2,-1.4,-1,-0.4,30,-5,0,1,-8,2,3
Cn1cnc(S(=O)(=O)Nc2ccccc2C(=O)NCC2CC2)c1,2,-0.3,1,0.3,-6,1,1,4,-19,6,1
Cc1cc(NC(=O)NC(=O)c2ccc(F)cc2F)n[nH]1,0,1.1,-2,0.3,5,-4,3,4,-17,1,-7
Cc1ccc(C)c2c1cc(C)c1nnc(SCc3ccccn3)n12,6,0.4,3,-1.6,-24,-9,-12,-5,-4,-1,-6
CCN(CC)c1ccc(-c2nnc(SCC(=O)Nc3ccccc3C#N)n2-c2ccccc2)cc1,-4,2.1,-8,1.1,1,2,x,1,-14,2,4
CCOC(=O)c1cccc(NC(=O)CN2C(=O)C3CC=CCC3C2=O)c1 (centres undefined),1,1.2,-4,0.6,-17,4,-1,-2,-5,-1,-7
Cc1ccc(-c2n[nH]c(S(C)(=O)=O)c2C#N)cc1,0,-0.5,-2,0.2,10,1,5,-10,10,0,-2
COc1cccc(-n2c(CN3CCN(c4ccccn4)CC3)nc3ccc([N+](=O)[O-])cc3c2=O)c1,9,0.1,-3,-0.1,-25,-4,-7,1,-5,7,-15
Cc1ccc(C)c(N2CCN(C(=O)c3ccc(CS(=O)Cc4cccc(Cl)c4)o3)CC2)c1 (centres undefined),33,-0.3,-5,3.4,-2,-1,144,-8,-3,35,-7
C=CCN1C(=O)C2(c3ccccc31)C1CCCC=C1C(C#N)=C(N)C2(C#N)C#N (centres undefined),-7,-0.2,-12,0.9,-16,0,0,1,-24,0,0
O=C1CC2(CCN(C(=O)c3ccccc3Cl)CC2)Oc2ccccc21,-3,-1.8,0,-1.6,-10,5,356,-1,-3,0,-1
O=C(Nc1cccc2c1CCCC2)c1ccncc1,-1,0.5,-3,0.0,5,-6,-12,3,9,5,0
CN(CC(=O)Nc1ccc(F)cc1)C(=O)c1cn(-c2ccccc2)nc1-c1cccs1,-4,-0.1,-1,1.5,9,-5,-6,0,-12,-3,-5
O=C(CSc1nc(-c2ccccc2)cs1)NCc1ccco1,-9,1.7,1,-0.1,-4,-4,4,-5,-4,-2,-10
O=C(NC(CCl)c1ccccc1)c1ccc(Cl)cc1 (centres undefined),0,0.6,-4,0.2,1,3,262,-4,13,-4,-4
C[C@H]1NC(=O)[C@]2(C)[C@@H](c3ccccc3)[C@H]3COc4ccccc4[C@H]3N2C1=O,6,-0.3,2,2.4,21,-6,x,0,9,x,-16
CC1=C(C(=O)Nc2cccc(C(=O)NC3CCCCC3C)c2)SCCO1 (centres undefined),-4,x,3,-1.7,7,-4,0,-3,-8,9,-7
CC(C)(C)NC(=O)NC(=O)COC(=O)Cc1ccc(Cl)cc1Cl,8,1.0,-3,-1.9,-7,8,19,-3,1,-1,-2
CC(=O)Nc1ccc(S(=O)(=O)N(C)c2ccc(OCC(=O)OCC(=O)Nc3ccc(OC(F)F)cc3)cc2)cc1,17,-0.9,1,-1.8,16,8,-3,1,-2,x,-3
Cn1nnnc1SCc1nc2ccccc2[nH]1,-3,0.7,-1,-1.1,10,-3,80,1,-3,-2,3
C/C(=N\NC(=O)CNC(=O)C(c1ccccc1)c1ccccc1)c1ccccc1,-6,-1.7,0,0.5,10,-11,1,2,5,-3,-12
COC(=O)C1CC(c2ccc(Cl)cc2)=NO1 (centres undefined),5,-0.5,-2,0.2,-44,-18,-12,-1,14,-1,-6
CCCCCC(=O)NC(Cc1ccc(OC)c([N+](=O)[O-])c1)C(=O)O (centres undefined),x,0.5,0,-0.3,-10,7,-20,-11,-4,-1,-4
CCCCN(C)C(=O)c1ccc2c(c1)N(CC)C(=O)c1ccccc1S2=O (centres undefined),-2,0.0,-3,2.4,1,2,4,-9,-8,1,-4
CN(C)S(=O)(=O)c1ccc(C(=O)OC2CCOC2=O)cc1 (centres undefined),10,3.1,-4,1.2,-19,-10,-25,-3,-11,-1,-3
Cc1ccc(S(=O)(=O)CCC(=O)OCC(=O)NCCc2ccc(S(N)(=O)=O)cc2)cc1,7,0.4,1,1.4,-6,-7,-9,0,-11,-1,-2
CCC1(c2ccccc2)NC(=O)N(Cc2ccc(C(=O)OC)cc2)C1=O (centres undefined),0,-1.9,-7,-1.8,10,-12,-2,3,-11,1,-1
Cc1onc(-c2c(F)cccc2Cl)c1C(=O)NCc1ccc2c(c1)OCO2,1,0.5,1,-0.9,-8,1,5,0,-11,-4,4
CN(C)c1ccnc(Oc2ccc(Cl)cc2)c1C#N,16,0.2,0,0.7,29,-13,-4,6,0,-3,-3
COc1ccccc1N1CCN(C(=O)COc2ccc(C)cc2Br)CC1,4,-4.4,1,1.4,-110,-14,51,4,-8,1,-10
Cc1cc(C)cc(Oc2ccccc2/C=N\O)c1,0,-4.5,3,-0.8,0,-14,19,-5,0,1,-5
COc1ccc(-c2csc3ncnc(N4CCN(S(=O)(=O)c5cccc(Br)c5)CC4)c23)cc1,-5,-0.5,-1,-0.2,3,5,-3,2,2,1,-8
CCOc1ccc(NC(=O)C2C3CC/C=C\CCC32)cc1 (centres undefined),-3,0.2,3,1.7,-14,1,6,-2,-11,-5,-6
COC(=O)c1ccc(-c2ccco2)n1Cc1nc(-c2ccc(OC)c(OC)c2)oc1C,10,0.3,-4,-0.9,7,1,2,3,-16,0,-4
O=[N+]([O-])c1cccnc1Sc1ccc(Br)cc1,3,-1.4,-4,-0.7,-8,-5,-11,-2,26,x,-12
C=CCNC(=O)C(=O)N/N=C/c1ccco1,0,-0.3,0,-0.4,-17,-5,-5,0,0,-1,-1
Cc1nn(C(C)C(=O)NC2CCC(C)CC2)c(=O)c2nn(-c3ccccc3)c(C)c12 (centres undefined),1,-3.4,-3,-1.8,-12,5,1,1,-8,2,1
CC(=O)c1c(C)oc2ccc(N(C(=O)c3ccncc3)S(=O)(=O)c3ccccc3)cc12,4,0.2,1,-1.2,x,4,-8,-1,-4,4,-8
O=C(CN1CCN(C(=O)c2ccco2)CC1)Nc1cccc([N+](=O)[O-])c1,-5,0.4,3,1.5,x,2,42,-4,2,-1,-5
O=C1c2ccc3c4c(ccc(c24)C(=O)N1c1ccc(O)cc1)C(=O)N(c1ccc(O)cc1)C3=O,-9,-0.2,-7,0.4,-3,-9,-5,1,-15,x,1
O=C(Nc1cccc(C(F)(F)F)c1)OCCN1CCN(Cc2ccccc2)CCC1=O,13,-0.1,-4,0.1,x,0,198,-10,-8,x,-12
CCn1cc(C(=O)NCCCOC(C)C)c(=O)c2cc(S(=O)(=O)N3CCCC3)ccc21,7,1.1,0,-1.1,-13,10,-13,-8,13,0,-16
CCS(=O)(=O)N1CCC(C(=O)NCc2ccc(OC)cc2)CC1,-3,-1.1,-3,0.0,6,-6,4,4,-4,-3,-2
Cc1cccc(NC(=O)CNCC(=O)Nc2cccc(C)c2C)c1C,3,2.1,-2,-0.6,21,-4,8,-5,-7,0,-8

# Rows were taken by chance; any-hit rate near 3.2%.
